AmpC det inh: AmpC beta-lactamase inhibition, detergent assay. P00811. purified AmpC, nitrocefin hydrolysis with detergent. AID 584. Potency, µM (highest dose often 28.7 µM), for the others: at the highest dose activity change, negative = inhibition. 71,000 compounds, 0.09% hits; active means well fitted curve in the direction sought with a large enough effect
Target sequence (P00811 whole entry, looked up): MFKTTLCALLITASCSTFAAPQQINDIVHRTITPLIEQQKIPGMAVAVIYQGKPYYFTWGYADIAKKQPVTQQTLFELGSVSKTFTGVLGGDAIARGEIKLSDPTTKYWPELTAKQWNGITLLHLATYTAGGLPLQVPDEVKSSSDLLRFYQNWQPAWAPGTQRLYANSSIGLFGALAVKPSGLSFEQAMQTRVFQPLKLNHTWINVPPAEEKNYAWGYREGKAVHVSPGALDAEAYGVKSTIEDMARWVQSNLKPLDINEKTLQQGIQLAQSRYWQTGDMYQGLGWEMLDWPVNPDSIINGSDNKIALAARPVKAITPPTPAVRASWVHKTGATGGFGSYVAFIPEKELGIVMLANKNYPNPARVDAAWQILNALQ
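E. coli AmpC (5.3 nM) in 20 mM phosphate pH 7.0 with 0.01% Triton X-100, preincubated 15 min RT with compound; nitrocefin (2 uL of 800 uM stock) hydrolysis followed by 480 nm absorbance every 20 s over 4 min.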
Starred values were filed as active, the others as inactive; & = joins results of further samples; [ ] = dose if it differs, or a comment. On the % scale 0 is the no-effect control and ±100 the full control effect; potency means the concentration at half of the fitted maximal effect. Only part of the results is shown, so the mix of outcomes need not match the whole.

SMILES	AmpC det inh
COc1ccc(OC)c(NC(=O)C2CCC(CNc3c(N4CCC(C)CC4)c(=O)c3=O)CC2)c1 (configuration not stated)	20%
CCCCOCCCNC(=O)N[C@H](C(=O)OC)C(C)C	-2%
Cn1c(=O)c2c(nc(SC3C(=O)CC(C)(C)CC3=O)n2C)n(C)c1=O	-8%
COCCn1nnnc1C(c1ccc(OC)cc1OC)N1CCN(c2ccccc2F)CC1 (configuration not stated)	19%
Cc1noc(C)c1S(=O)(=O)N1CCC(C(=O)NCCC2=CCCCC2)CC1	-3%
O=C(Nc1cccc(F)c1)N1CCC2(CC1)CCN(C(=O)c1cnccn1)CC2	2%
CCCSc1nc2c(c(=O)[nH]c(=O)n2C)n1C	-1%
CCCCN(CC)S(=O)(=O)c1ccc(C(=O)Nc2nnc(-c3ccccc3Cl)o2)cc1	-1%
c1coc(Cn2nnnc2CN2CCN(C3CCCCC3)CC2)c1	-4%
CCc1nnc(SCC(=O)N2CCCc3ccccc32)nc1CC	3%
COc1ccccc1-c1cncnc1N1CCN(C)CC1	8%
Cc1[nH]nc2c1C(Cc1ccccc1)C(C#N)=C(N)O2 (configuration not stated)	-1%
CCOc1ccc(CN2CCC(=O)NC2=O)cc1	1%
NC(=O)c1cc[n+](CC2=C(C(=O)O)N3C(=O)[C@@H](NC(=O)[C@H](c4ccccc4)S(=O)(=O)[O-])[C@@H]3SC2)cc1	1%[12.8 µM]
COCCNC(=O)CN(c1cc(C(F)(F)F)ccc1Cl)S(C)(=O)=O	2%
Cn1c2c(c(=O)n(C)c1=O)CN(CC1CCCO1)CN2 (configuration not stated)	11%
CC(=O)c1c(C)[nH]c(C(=O)NCc2cccs2)c1C	1%
COc1cc(C(=O)OCC(=O)Nc2c(F)c(F)c(F)c(F)c2F)cc(OC)c1OC	-2%
O=C(NC1CCCC1)C(NS(=O)(=O)c1cccc2nsnc12)c1ccccc1 (configuration not stated)	-6%
Cc1cc(Cl)c(S(N)(=O)=O)cc1OCC(N)=O	-1%

Sorted by molar mass (smallest number first): 6 of the compounds above
SMILES	AmpC det inh
CCOc1ccc(CN2CCC(=O)NC2=O)cc1	1%
c1coc(Cn2nnnc2CN2CCN(C3CCCCC3)CC2)c1	-4%
CCc1nnc(SCC(=O)N2CCCc3ccccc32)nc1CC	3%
Cc1noc(C)c1S(=O)(=O)N1CCC(C(=O)NCCC2=CCCCC2)CC1	-3%
O=C(NC1CCCC1)C(NS(=O)(=O)c1cccc2nsnc12)c1ccccc1 (configuration not stated)	-6%
COCCn1nnnc1C(c1ccc(OC)cc1OC)N1CCN(c2ccccc2F)CC1 (configuration not stated)	19%

The listing continues.
SMILES	AmpC det inh
Cc1onc(-c2c(F)cccc2Cl)c1C(=O)NCCc1ccc(S(N)(=O)=O)cc1	-1%
O=C(c1ccccc1)N1CCN(C(=O)C23CC4CC(CC(C4)C2)C3)CC1	15%
Cc1c(Br)c(C(F)(F)F)nn1CC(=O)NCCN1CCOCC1	6%
COc1ccc(N2Cc3cccc(C(=O)N4CCOCC4)c3C2=O)cc1	-1%
CC(C)n1c(=S)[nH]c2c1c(=O)[nH]c(=O)n2C	-1%
Cc1cc(C)cc(N(CC(=O)N2CCn3c2nc2ccccc23)S(=O)(=O)c2c(C)noc2C)c1	11%
Cc1ccc(-n2ncc3c(=O)n(CC(=O)NCc4ccco4)cnc32)cc1C	14%
COc1cc2c(cc1NC(=O)CSc1nnnn1-c1ccccc1)oc1ccccc12	12%
CCn1c(O)c(C2=NCCCC2)c2ccccc21	6%
COc1ccc(OC)c(-c2cc(C(=O)Nc3cccc(Cl)c3)no2)c1	-4%
COc1ccccc1NC(=O)N(Cc1cc2cc(OC)c(OC)cc2[nH]c1=O)CC1CCCO1 (configuration not stated)	1%
CCOC(=O)C1SC2(C(F)(F)F)CC1(O)c1c(C)cc(C)nc1O2 (configuration not stated)	-10%
CCCC(C(=O)NC1CCCC1)N(C(=O)Cn1nnc(-c2ccc(C)o2)n1)c1ccccc1OC (configuration not stated)	5%
Clc1ccccc1-c1nnc2sc(-c3ccncc3)nn12	10%
COc1ccc(-n2c(=O)c(-c3cccs3)nc3cncnc32)cc1	-4%
CCCc1nc2c(nnn2Cc2ccccc2)c(=O)[nH]1	-3%
COc1cccc(C(=O)Nc2ccc(NC(=O)C(C)(C)C)cn2)c1	-2%
CCOC(=O)c1[nH]c(C)c(C)c1C	-2%
CCN(CCCNC(=O)Cn1ncc2c(=O)oc3ccccc3c21)c1cccc(C)c1	12%
COc1cccc(C(=O)Nc2ccccc2N2CCOCC2)c1	-3%
CC(Sc1nc2ccccc2o1)C(=O)O (configuration not stated)	11%
CCOCC(=O)Nc1ccccc1C(=O)OCC	-3%
N#CCn1nnc(-c2ccc3c(c2)OCO3)n1	9%
CCOc1cc(C=O)ccc1O	10%
C[C@@]12CC[C@H](O)C[C@@H]1CC[C@@H]1[C@@H]2CC[C@@]2(C)[C@@H](C3=CC(=O)OC3)[C@H](O)C[C@]12O	-3%[5.75 µM]
COc1ccc(C(=O)NC(=O)CSc2nnc(-c3ccco3)n2-c2ccccc2)cc1	-3%
COC(=O)C1=C(C)Nc2nnnn2C1c1ccco1 (configuration not stated)	-4%
O=C(CN(CCc1ccccc1)C(=O)CNS(=O)(=O)c1ccccc1)NCc1ccco1	-2%
O=C(O)c1ccccc1Nc1cccc(OCc2ccc3ccccc3n2)c1	-2%&-8%
CCOC(=O)N1CCC(NC(=O)CC(NS(=O)(=O)c2ccc(Cl)cc2)c2ccco2)CC1 (configuration not stated)	-3%
COC(=O)c1cc(NC(=O)C2COc3ccccc3O2)ccc1Cl (configuration not stated)	-6%
CCOc1ccc(N2C(=O)c3ccc(C(=O)OCc4c(C)noc4C)cc3C2=O)cc1	13%
Cc1ccc(N2CC(C(=O)Nc3nnc(C(C)C)s3)CC2=O)cc1 (configuration not stated)	0%
O=C(CSc1nnc(CNc2ccc(F)cc2)n1Cc1ccccc1)N1CCOCC1	5%
COc1ccc(N(C(=O)C2CCCCC2)C2C=CS(=O)(=O)C2)c(OC)c1 (configuration not stated)	0%
COc1cc2c3c(c1)/C(=C1/SC(NC(C)=O)=NC1=O)C(=O)N3C(C)(C)C=C2C	-6%
COCCNC(=O)CSc1nc2ccccc2c2nc(C)nn12	0%
Cc1c(C(=O)NCc2cccnc2)sc2nc(-c3ccc(F)cc3)cn12	0%
CCOc1ccc(N2C(=O)CC(NCc3ccc(F)cc3)C2=O)cc1 (configuration not stated)	-3%
O=C(Nc1ccccc1Cl)N1CCN(c2ccccn2)CC1	-3%

6 successive entries already listed:
SMILES	AmpC det inh
COc1ccc(N(C(=O)C2CCCCC2)C2C=CS(=O)(=O)C2)c(OC)c1 (configuration not stated)	0%
COc1cc2c3c(c1)/C(=C1/SC(NC(C)=O)=NC1=O)C(=O)N3C(C)(C)C=C2C	-6%
COCCNC(=O)CSc1nc2ccccc2c2nc(C)nn12	0%
Cc1c(C(=O)NCc2cccnc2)sc2nc(-c3ccc(F)cc3)cn12	0%
CCOc1ccc(N2C(=O)CC(NCc3ccc(F)cc3)C2=O)cc1 (configuration not stated)	-3%
O=C(Nc1ccccc1Cl)N1CCN(c2ccccn2)CC1	-3%

Fetched by compound from above:
SMILES	AmpC det inh
CCCCN(CC)S(=O)(=O)c1ccc(C(=O)Nc2nnc(-c3ccccc3Cl)o2)cc1	-1%
NC(=O)c1cc[n+](CC2=C(C(=O)O)N3C(=O)[C@@H](NC(=O)[C@H](c4ccccc4)S(=O)(=O)[O-])[C@@H]3SC2)cc1	1%[12.8 µM]

Continued.
SMILES	AmpC det inh
c1ccc(-c2csc(Nc3cccnc3)n2)nc1	-4%
COC(=O)N1CCN(S(=O)(=O)c2ccc(F)cc2)CC1	0%
Cc1cc(N2CCOCC2)nc2ccc(Cc3ccc4nc(N5CCOCC5)cc(C)c4c3)cc12	-3%[5.75 µM]
O=C(Cn1c(=O)n(-c2ccccc2)c(=O)c2sccc21)N1CCCC1	13%
CN1C(=O)c2ccc(N3CCCC3)cc2C1=O	-2%
Cn1c(=O)c(-c2cccc(Cl)c2)nc2cncnc21	0%
Cn1c(=O)c2cc(S(=O)(=O)NCCC(=O)NC3CCCCCCC3)ccc2n(C)c1=O	-3%
CC[C@@H](C)[C@H](NC(=O)C1CCN(C(=O)[C@@H](NS(=O)(=O)c2ccc(C)cc2)C(C)C)CC1)C(=O)O	13%
CN(C)Cc1ccccc1-c1ccc2ncnc(NC3CCNCC3)c2c1	14%
O=c1[nH]c(CSc2nc3ccccc3o2)nc2c1cnn2-c1ccccc1	9%
Cc1ccccc1-n1nc(C)c2cc(C(=O)NCc3cccnc3)sc21	-4%
CCCCNC(=O)CSc1nnc(NC(C)=O)s1	-6%
C=CCSc1[nH]c(=O)cc(C)c1C(N)=O	-4%
Cc1csc2ncc(C(=O)Nc3cccc(C(F)(F)F)c3)c(=O)n12	11%
Cc1ccc(S(=O)(=O)N(C)CC(=O)N2CCCc3ccccc32)cc1	-7%
COC(=O)C1=C(C)NC(=O)C1(Nc1ccc(Cl)cn1)C(F)(F)F (configuration not stated)	14%
N#Cc1cccc(NC(=O)N2CC3(CCN(C(=O)c4cccc(F)c4)CC3)C2)c1	-2%
CSc1ccccc1NC(=O)c1c(C)noc1C	20%
COc1cc(C(C)=O)ccc1OC(=O)C(C)N1C(=O)c2ccccc2C1=O (configuration not stated)	0%
COc1nc(Nc2nc3ccccc3c(=O)[nH]2)nc2ccc(C)cc12	-2%
O=C(c1cnn2c(C(F)F)cc(C3CC3)nc12)N1CCOCC1	-4%
CN1CCN(c2ncc3nc(-c4cc(F)cc(F)c4)c(=O)n(C)c3n2)CC1	-2%
COc1cc(C2C(C#N)=C(N)OC3=C2C(=O)CC(C)(C)C3)ccc1OC(=O)N1CCOCC1 (configuration not stated)	-2%
CN1CCN(c2ncc3ncc(=O)n(C4CC4)c3n2)CC1	0%
Cc1cccc(CNc2ncncc2-c2ccccc2C(F)(F)F)c1	9%
CCCn1c(SCC(=O)Nc2c(C)cccc2C)nnc1C(C)C	8%
CC(=O)c1c(C)[nH]c(C(=O)N2CCc3ccccc32)c1C	-4%
CCOC(=O)Cn1c(=O)oc2cc(S(=O)(=O)N3CCCc4ccccc43)ccc21	12%
CC(C)C[C@H](NC(=O)OC(C)(C)C)c1nnc(SCc2cccc(F)c2)o1	-3%
COCCN1C(=O)c2ccc(C(=O)Nc3nccs3)cc2C1=O	-5%
OC(c1ccccn1)c1c[nH]c2ccccc12 (configuration not stated)	-3%
COc1ccc(C2/C(=C(\O)c3ccc(OC)c(Cl)c3)C(=O)C(=O)N2CCN(C)C)cc1 (configuration not stated)	-2%
CN1CCN(c2ccc(C(=O)c3ccc(F)cc3)cc2)CC1	2%
O=S(=O)(NCCOC12CC3CC(CC(C3)C1)C2)c1cccc2nsnc12	-7%
CC1(C)C(=O)NCCN1C(=O)CSc1nccc(-c2ccc(Br)cc2)n1	2%
CCOC(=O)N1CCN(C(=O)Cc2ccc(C)cc2)CC1	-5%
O=C(NCCSCc1ccccc1)c1cc(S(=O)(=O)N2CCOCC2)ccc1F	-2%
O=S(=O)(Nc1ccc(N2CCCCC2)cc1)c1cccs1	-4%
COc1ccc(C(C)(C)C)cc1NC(=O)C1CC=CCC1C(=O)O (configuration not stated)	7%
Cc1ccc(C2/C(=C(\O)c3c(C)nc4ccccn34)C(=O)C(=O)N2CCCN2CCOCC2)o1 (configuration not stated)	10%
CCOC(=O)CSc1nnc(NC(=O)c2cccc(S(=O)(=O)N3CCCCC3)c2)s1	-2%
N#CCc1nc(CSc2nc3ccccc3s2)cs1	0%
CCOc1ccc(C(c2nnnn2Cc2ccccc2)N2CCN(C(=O)c3ccco3)CC2)cc1 (configuration not stated)	9%
Cc1ccccc1CS(=O)(=O)CCC(=O)NCCN1CCN(c2cccc(Cl)c2)CC1	-2%
c1ccc(OCCOc2ncnc3ccccc23)cc1	-6%
CCOC(=O)N(c1ccccc1)P1(=S)OCCO1	-10%
C/C(N)=C(/C#N)C(=O)CSc1nnc(Nc2cccc(C)c2C)s1	-7%
C=CCn1c(SCC(=O)Nc2ccc(C(=O)OCC)cc2)nnc1-c1cccs1	0%
CCS(=O)(=O)/N=C(\N)c1ccccc1	0%
CN(C)C(=O)CSc1nnc2sc3ccccc3n12	-4%
O=C(Nc1ccc(S(=O)(=O)NC2CCCCC2)cc1)c1ccc(Br)o1	-5%
Cc1nn(-c2cc(N3CCOCC3)ccc2N)c(=O)c2ccccc12	-4%
COC(=O)c1ccc(Cn2cnc3c(cnn3-c3ccc(Cl)cc3)c2=O)o1	9%
Cn1c2ccccc2c2ncn(Cc3ccco3)c(=O)c21	-3%
CC1COC2C(O1)N(S(C)(=O)=O)CCN2S(C)(=O)=O (configuration not stated)	8%
CC(C)Oc1nc(-c2ccccc2O)nc2ccccc12	11%
O=S(=O)(c1ccccc1)c1nc(-c2cccs2)oc1NCCCn1ccnc1	-2%
CC(=O)c1c(C)nn(C(=O)N2CCOCC2)c1C	-5%
Cc1ccccc1-n1c(=O)cc(NCc2ccc3c(c2)OCO3)[nH]c1=O	-5%
COc1ccc(NC(=O)CN2CCC3(O)CCCCC3C2c2cc(OC)ccc2OC)cc1 (configuration not stated)	-2%

Next part
SMILES	AmpC det inh
Cn1cccc1C(=O)N1CCC2(CC1)CCN(c1ccncc1)CC2	0%
Cc1nn(-c2ccc3nnc(Br)n3n2)c(C)c1Br	-2%
CC1=C2[C@@H]([C@H](C)CC[C@H]2/C=C(\C)C(=O)O)[C@H](O)C1	14%
CS(=O)(=O)N1CCC2(CCCN(Cc3ccccc3)C2)CC1	1%
N#Cc1cccc(-c2nc3cnc(N4CCOCC4)nc3n(C[C@H]3CCCO3)c2=O)c1	-1%
CSc1cccc(NC(=O)C2CCCN(S(=O)(=O)c3cnc[nH]3)C2)c1 (configuration not stated)	4%
Clc1ccc(C2CC(c3cccs3)n3ncnc3N2)cc1Cl (configuration not stated)	13%
CC1(C)N=C(N)N=C(N)N1c1cccc(C(=O)Nc2ccc(S(=O)(=O)F)cc2)c1	-1%[5.75 µM]
NC(N)=N[C@H](CC(=O)O)c1ccccc1	-1%[5.75 µM]
COc1cc2[nH]c(=S)n(C3CCCC3)c(=O)c2cc1OC	-5%
